Bioassay records as filed in PubChem.
HDAC3 inhib: inhibitors of human histone deacetylase 3 | O15379 | recombinant HDAC3, fluorogenic peptide/trypsin coupled, fluorescence | inhibition, % at 8.3 µM | hit rate 0.15% among 320,000; in the data active = inhibition above about 26%, passing the limit was not always enough
RGS4 block: human RGS4 inhibition. P49798. HEK293 M3R/RGS4 inducible, Fluo-4 calcium flux; active compounds read high; triggered by carbachol at its EC20. B-score at 10 µM. hit rate 0.45% among 310,000;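 active = B-score, a plate-corrected calcium signal, over three deviations above library mean, with baseline fluorescence within five deviations of library mean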;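 note: RGS4 expression induced by doxycycline in cells with stable M3 receptor; B-score is computed from the integrated fluorescence ratio over baseline after carbachol; higher B-score means a larger calcium signal and so more RGS4 inhibition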
RGS4 pot: potentiators or activators of RGS4; HEK293 M3R/inducible RGS4, carbachol calcium flux Fluo4; active compounds read low; B-score at 10 µM; hit rate 0.92% among 310,000; AID 463111;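 active = B-score of the integrated calcium signal more than 4 SD below the library mean, with starting fluorescence not abnormally high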;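 note: negative B-score means reduced calcium response which marks RGS4 activation or potentiation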
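Also added: carbachol at ECmax as muscarinic agonist stimulus; Assay system: HEK293 cells with stable M3R and inducible RGS4; Timing: overnight RGS4 induction, 30 min dye load 37 °C, 20 min compound RT; Measured by: Fluo4-AM (2 µM) calcium-flux fluorescence, kinetic read.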
KCNQ1 inh: blocks the human KCNQ1 potassium channel. P51787. CHO-K1 KCNQ1, FluxOR thallium flux fluorescence; active compounds read high. B-score at 10 µM. hit rate 1.3% among 310,000;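 active = compounds whose thallium flux B-score, printed positive for inhibition, exceeds three library SD while starting fluorescence stays within three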;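 note: channel opened by potassium depolarization with thallium stimulus after 20 min compound exposure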
Target sequence (P51787 whole entry, looked up): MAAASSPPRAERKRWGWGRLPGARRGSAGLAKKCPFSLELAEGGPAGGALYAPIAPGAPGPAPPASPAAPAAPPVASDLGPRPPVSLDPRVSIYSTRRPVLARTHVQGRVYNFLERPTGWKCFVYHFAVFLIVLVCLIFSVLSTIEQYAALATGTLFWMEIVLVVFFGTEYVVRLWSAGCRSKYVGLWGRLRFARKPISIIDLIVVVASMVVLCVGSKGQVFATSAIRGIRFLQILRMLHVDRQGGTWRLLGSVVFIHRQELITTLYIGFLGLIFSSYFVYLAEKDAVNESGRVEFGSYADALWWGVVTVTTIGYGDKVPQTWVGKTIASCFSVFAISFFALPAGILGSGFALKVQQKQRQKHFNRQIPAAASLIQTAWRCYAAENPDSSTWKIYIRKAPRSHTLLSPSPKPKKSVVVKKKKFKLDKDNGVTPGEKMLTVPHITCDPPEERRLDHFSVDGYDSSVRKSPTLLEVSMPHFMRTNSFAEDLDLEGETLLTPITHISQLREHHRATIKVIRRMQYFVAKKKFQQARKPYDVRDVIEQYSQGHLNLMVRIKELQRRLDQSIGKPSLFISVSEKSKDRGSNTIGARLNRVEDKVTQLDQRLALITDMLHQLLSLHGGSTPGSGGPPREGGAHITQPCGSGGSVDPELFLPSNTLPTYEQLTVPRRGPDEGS
KCNK3 block: human KCNK3 channel inhibition, primary screen | B-score at 10 µM | O14649 | AID 602410 | CHO-KCNK3 thallium flux, FluxOR fluorescence; active compounds read low | hit rate 0.84% among 340,000;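 active = B-score under library mean minus 4 SD, starting fluorescence ratio at most library mean plus 5 SD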;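 note: more negative B-score means stronger inhibition of thallium flux through KCNK3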
Target sequence (O14649 whole entry, looked up): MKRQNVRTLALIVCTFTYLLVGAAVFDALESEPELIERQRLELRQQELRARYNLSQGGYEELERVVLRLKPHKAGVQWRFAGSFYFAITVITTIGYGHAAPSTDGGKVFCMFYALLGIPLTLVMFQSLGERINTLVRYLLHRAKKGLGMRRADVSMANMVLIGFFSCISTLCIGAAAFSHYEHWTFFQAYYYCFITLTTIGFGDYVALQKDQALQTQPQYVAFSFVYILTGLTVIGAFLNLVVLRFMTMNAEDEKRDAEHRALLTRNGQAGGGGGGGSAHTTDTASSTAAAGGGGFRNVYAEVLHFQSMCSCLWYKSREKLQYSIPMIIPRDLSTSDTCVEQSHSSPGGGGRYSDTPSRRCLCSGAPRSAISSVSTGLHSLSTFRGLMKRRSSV
KCNQ1 pot: potentiates or activates the human KCNQ1 potassium channel | P51787 | CHO-K1 KCNQ1, thallium flux FluxOR fluorescence; active compounds read high | B-score at 10 µM | hit rate 0.35% among 310,000 | AID 2648;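 active = fluorescence ratio B-score, a plate-corrected score, at least three library SD, with initial intensity B-score within 5 SD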
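Test system: CHO-K1 cells stably expressing KCNQ1 / Medium: assay buffer / Also added: depolarizing K+/Tl+ stimulus, K2SO4 and Tl2SO4 each 12.5 mM in 5x stock / Incubation: 90 min dye loading and 20 min compound exposure, both at room temperature / Signal: thallium influx via FluxOR fluorescence, kinetic imaging / Evaluation: B score of baseline-normalized fluorescence ratio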
hERG protect: shields human hERG channel from block by proarrhythmic agents; Q12809; CHO-hERG, FluxOR thallium flux, dofetilide IC70 present; activation (rescue from dofetilide block), less the hit threshold, % at 10 µM; hit rate 0.51% among 310,000; AID 1511;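 active = activation above the mean of controls blocked by dofetilide plus 5 SD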;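 note: thallium influx through hERG after potassium depolarization seen as dye fluorescence rise; in these data hits start at about 4.7%; inactives centre near -7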
ANO1 block: inhibitors of mouse TMEM16A calcium-activated chloride channel. Q8BHY3. HEK293 TMEM16A/YFP iodide influx fluorescence, ionomycin. normalized B-score (activity score, 25-100; higher = stronger inhibition) at 10 µM. hit rate 1.2% among 310,000;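 active = ratio plate-corrected score three or more library SD toward inhibition, starting fluorescence score within five deviations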;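 note: score derived from kinetic fluorescence span divided by baseline fluorescence per well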
ANO1 activ: activates or potentiates the mouse TMEM16A chloride channel; Q8BHY3; hit rate 0.3% among 340,000; HEK293 TMEM16A/YFP-H148Q/I152L, iodide quench fluorescence; active compounds read low; B-score at 10 µM;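 active = fluorescence-ratio B-score plate-corrected deviation score at least 3 library SD below zero, with starting fluorescence score within 5 deviations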;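 note: channel opened by trigger with iodide after compound preincubation; score built on the fluorescence ratio of max minus min over baseline; more negative score means more quench and so TMEM16A activation or potentiation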
KCNK9 block: blocks the human KCNK9 two-pore domain potassium channel; Q9NPC2; B-score at 10 µM; HEK293 KCNK9, FluxOR thallium flux fluorescence; active compounds read low; AID 488922; hit rate 1.2% among 310,000;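 active = ratio B-score over 3 SD below the library mean, with starting fluorescence within 5 SD of its mean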;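 note: negative B-score means less thallium flux so channel inhibition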
SKKanGAS inh: blocks kanamycin growth of S. pyogenes SKKanGAS strain; BacTiter-Glo, 6 h; inhibition, % at 7.5 µM; hit rate 1.3% among 300,000;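 active = mean replicate score, as percent of positive control median, at least 50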;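 note: strain carries kanamycin resistance gene driven by streptokinase promoter and grows in 40 µg/ml kanamycin; loss of luminescence reflects streptokinase promoter inhibition or plain growth inhibition; 0% = median of DMSO wells and 100% = positive control at its reference dose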
* = called active by the depositor; i = inactive; . = not tested or not shown.

The opening 16 records, to show the layout:
SMILES	HDAC3 inhib	RGS4 block	RGS4 pot	KCNQ1 inh	KCNK3 block	KCNQ1 pot	hERG protect	ANO1 block	ANO1 activ	KCNK9 block	SKKanGAS inh
O=C(Nc1nc2cc3c(cc2s1)OCO3)c1ccco1	.	i	i	i	i	i	-7	.	i	i	11
Cc1cccc(NC(=O)c2ccc(S(=O)(=O)NCc3cccnc3)cc2)c1C	-4	i	i	i	i	i	-4	i	i	i	26
Cc1cc(SCC(=O)N/N=C/c2ccc(O)cc2O)nc2ccccc12	6	i	i	i	-12*	i	-1	i	i	i	21
c1ccc(-n2ncc3c(NCc4ccccn4)ncnc32)cc1	0	i	i	i	i	i	1	i	i	i	1
CCN(CC)c1ccc(-c2c(C#N)c(N)nc(OC)c2C#N)cc1	0	i	i	i	i	i	-8	i	i	i	42
CCOc1ccc(-c2nnc(-c3ccccc3)n2-c2ccccc2)cc1	-2	i	i	i	i	i	-17	i	i	i	21
CC(OC(=O)c1ccccc1)C(=O)NCCC1=CCCCC1 (stereo not given)	-1	i	i	i	i	i	-11	i	i	i	17
COc1cc(NC(=O)c2ccc([N+](=O)[O-])cc2)c(OC)cc1NC(=O)CC(C)C	-2	i	i	i	i	i	-5	i	i	i	-1
CCCN(CCC)C(=O)CSc1nc2c(sc(=S)n2-c2ccc(OCC)cc2)c(=O)[nH]1	9	i	i	7*	i	i	-9	i	i	i	44
O=S1(=O)CCOCCCN1Cc1cccc(C(F)(F)F)c1	1	i	i	i	i	i	-7	i	i	i	6
CSc1nc(Oc2ccc(F)cc2F)cc(C(F)(F)F)n1	0	i	i	i	i	i	-12	i	i	i	-1
O=C(Oc1ccccc1)N(c1ccccc1)c1ccccc1	5	i	i	i	i	i	-10	i	i	i	5
COc1ccc(CN(Cc2cccnc2)S(=O)(=O)c2ccc(-n3cnnn3)c(OC)c2)cc1	-3	i	i	i	i	i	-3	i	i	i	0
Cc1sc(NC(=O)CSc2nnc(C)c(=O)[nH]2)c(C#N)c1C	-5	i	i	i	i	i	-10	i	i	i	13
CC(=O)Nc1ccc(C(=O)OCc2ccc(Br)cc2)cc1	8	i	i	i	i	i	-6	i	i	i	-5
O=S(=O)(Nc1ccc(Cl)cn1)c1ccccc1	-3	i	i	i	i	i	-4	i	i	i	-3

This part in full, from the start:
SMILES	HDAC3 inhib	RGS4 block	RGS4 pot	KCNQ1 inh	KCNK3 block	KCNQ1 pot	hERG protect	ANO1 block	ANO1 activ	KCNK9 block	SKKanGAS inh
O=C(Nc1nc2cc3c(cc2s1)OCO3)c1ccco1	.	i	i	i	i	i	-7	.	i	i	11
Cc1cccc(NC(=O)c2ccc(S(=O)(=O)NCc3cccnc3)cc2)c1C	-4	i	i	i	i	i	-4	i	i	i	26
Cc1cc(SCC(=O)N/N=C/c2ccc(O)cc2O)nc2ccccc12	6	i	i	i	-12*	i	-1	i	i	i	21
c1ccc(-n2ncc3c(NCc4ccccn4)ncnc32)cc1	0	i	i	i	i	i	1	i	i	i	1
CCN(CC)c1ccc(-c2c(C#N)c(N)nc(OC)c2C#N)cc1	0	i	i	i	i	i	-8	i	i	i	42
CCOc1ccc(-c2nnc(-c3ccccc3)n2-c2ccccc2)cc1	-2	i	i	i	i	i	-17	i	i	i	21
CC(OC(=O)c1ccccc1)C(=O)NCCC1=CCCCC1 (stereo not given)	-1	i	i	i	i	i	-11	i	i	i	17
COc1cc(NC(=O)c2ccc([N+](=O)[O-])cc2)c(OC)cc1NC(=O)CC(C)C	-2	i	i	i	i	i	-5	i	i	i	-1
CCCN(CCC)C(=O)CSc1nc2c(sc(=S)n2-c2ccc(OCC)cc2)c(=O)[nH]1	9	i	i	7*	i	i	-9	i	i	i	44
O=S1(=O)CCOCCCN1Cc1cccc(C(F)(F)F)c1	1	i	i	i	i	i	-7	i	i	i	6
CSc1nc(Oc2ccc(F)cc2F)cc(C(F)(F)F)n1	0	i	i	i	i	i	-12	i	i	i	-1
O=C(Oc1ccccc1)N(c1ccccc1)c1ccccc1	5	i	i	i	i	i	-10	i	i	i	5
COc1ccc(CN(Cc2cccnc2)S(=O)(=O)c2ccc(-n3cnnn3)c(OC)c2)cc1	-3	i	i	i	i	i	-3	i	i	i	0
Cc1sc(NC(=O)CSc2nnc(C)c(=O)[nH]2)c(C#N)c1C	-5	i	i	i	i	i	-10	i	i	i	13
CC(=O)Nc1ccc(C(=O)OCc2ccc(Br)cc2)cc1	8	i	i	i	i	i	-6	i	i	i	-5
O=S(=O)(Nc1ccc(Cl)cn1)c1ccccc1	-3	i	i	i	i	i	-4	i	i	i	-3
COC(=O)c1ccccc1NC(=O)NCc1ccncc1	3	i	i	i	i	i	-6	i	i	i	-19
COc1ccc(OCCSc2nc(C)c(Cc3ccccc3)c(=O)[nH]2)cc1	-5	i	i	i	i	i	-8	i	i	i	-2
O=c1[nH]c(O)c(/C=C2\C=Nc3ccc(Br)cc32)[nH]1	-3	i	i	i	i	i	-7	i	i	i	-6
Cc1occc1-c1n[nH]c(=S)n1C	8	i	i	i	i	i	-7	i	i	i	2
Cc1cc2c(cc1S(=O)(=O)CCC(=O)Nc1cccc(C(F)(F)F)c1)OCC(=O)N2	1	i	i	i	i	i	-8	i	i	i	-1
CCOC(=O)c1sc2nc(N3CCOCC3)c3c(c2c1N)CCN(C)C3	.	i	i	i	.	i	-8	.	.	i	5
CCSc1nnc(NC(=O)Cn2cnc3ccccc3c2=O)s1	-3	i	i	i	i	i	-4	i	i	i	-2
CC(=O)OCC(=O)[C@@]1(OC(C)=O)[C@@H](C)C[C@H]2[C@@H]3C[C@H](F)C4=CC(=O)C=C[C@]4(C)[C@@]3(F)[C@@H](O)C[C@@]21C	-4	i	i	i	i	29*	-11	i	i	i	0
CC(C)c1ccc(CN(C(=O)/C=C/c2ccco2)C2CCS(=O)(=O)C2)cc1 (stereo not given)	2	i	i	i	i	i	-11	i	i	i	-12

New compounds follow
SMILES	HDAC3 inhib	RGS4 block	RGS4 pot	KCNQ1 inh	KCNK3 block	KCNQ1 pot	hERG protect	ANO1 block	ANO1 activ	KCNK9 block	SKKanGAS inh
CCc1ccc(S(=O)(=O)NCCc2csc(-c3cccnc3)n2)s1	3	i	i	i	i	i	-9	i	i	i	-5
O=C(CSc1nnc(-c2cccs2)o1)OCc1ccccc1	-5	i	i	i	i	i	-10	i	i	i	-1
COc1cc(C(=O)NCC(=O)OCC(=O)c2ccc[nH]2)cc(OC)c1OC	1	i	i	i	i	i	-7	i	i	i	9
CCN(CC)S(=O)(=O)c1ccc(C(=O)NCc2ccc3c(c2)cc(C)n3C)cc1	4	i	i	i	i	i	-11	i	i	i	0
OCCN1CCN(c2nc(-c3ccccc3)c3cc(Br)ccc3n2)CC1	2	i	i	i	i	i	-16	i	i	i	4
O=C(Cc1ccccc1)Nc1ccc(NC(=S)NC(=O)c2ccccc2)cc1	-16	i	i	i	i	i	-7	i	i	i	4
Cc1nnc(N(C)C(=O)c2cnccn2)s1	2	i	i	i	i	i	-2	i	i	i	2
CCNS(=O)(=O)c1ccc(NC(=O)Cc2ccc(F)cc2)cc1	3	i	i	i	i	i	-2	i	i	i	-5
Cc1ccc(NC(=O)CNC(=O)c2ccc(C)o2)cc1	0	i	i	i	i	i	-2	i	i	i	-12
CN(CC(=O)OCC(=O)NC(=O)c1cccn1C)S(=O)(=O)c1ccc(Cl)cc1	0	i	i	i	i	i	-7	i	i	i	-10
COC(C/C=C\C(=O)[C@@H](C)OCc1ccccc1)OC	8	i	i	i	.	i	-7	i	.	i	-3
COc1ccc([N+](=O)[O-])cc1CSc1nnc(NC(C)=O)s1	4	i	i	i	i	i	-9	i	i	i	1
COc1ccc(OCCNc2cc(Cl)ccc2[N+](=O)[O-])cc1	2	i	i	i	i	i	-9	i	i	i	-9
O=C(CCCOc1ccc(Cl)cc1)N1CCOCC1	4	i	i	i	i	i	0	i	i	i	1
Cc1ccc(NCC(=O)N/N=C/c2ccncc2)cc1	3	i	i	i	i	i	-2	i	i	i	-2
O=C(NCC(c1cccs1)N1CCOCC1)C1CCN(S(=O)(=O)c2ccccc2C(F)(F)F)CC1 (stereo not given)	4	i	i	i	i	i	-8	i	i	i	6
Cc1ccc(NC(=O)C2CCCN2S(=O)(=O)c2cccc3cccnc23)cc1F (stereo not given)	0	i	i	i	i	i	-6	i	i	i	-5
COCCN(CCOC)S(=O)(=O)c1ccc(/C(O)=C(\C#N)c2nc3ccccc3[nH]2)cc1	5	i	i	i	i	i	-10	i	i	i	0
O=C(CCCn1c(=O)[nH]c2ccsc2c1=O)N1CCN(Cc2ccc3c(c2)OCO3)CC1	-1	i	i	i	i	i	-10	i	i	i	4
Cc1ccc(C)c(NS(=O)(=O)c2cc3c4c(c2)CC(=O)N4CCC3)c1	0	i	i	i	i	i	-7	i	i	i	1
COc1ccc(N2CCN(C(=O)c3ccc(NS(=O)(=O)c4cccc(F)c4)cc3)CC2)cc1	5	i	i	i	i	i	-10	i	i	i	11
COc1ccc(CCN2CCCC(CN(C)Cc3cc(OC)c(OC)c(OC)c3)C2)cc1 (stereo not given)	-2	i	i	i	i	i	-9	i	i	i	1
O=C(Nc1cc(=O)[nH]c2ncnn12)c1ccco1	10	i	i	i	i	i	-7	i	i	i	-5
COc1ccc(N(CC(=O)NC2CCCCC2)C(=O)c2ccc(C)s2)cc1OC	4	i	i	i	i	i	-5	i	i	i	-1
CCN(CC)c1ccc([C@H]2[C@@H]3CCCC[C@]3(O)CCN2CC(=O)NCc2ccco2)cc1	1	i	i	i	i	i	-16	i	i	i	8
Nc1nonc1OCCN1CCN(c2ccc([N+](=O)[O-])c3cccnc23)CC1	5	i	i	i	i	i	-4	i	i	i	2
Cc1ccc(-c2nnc(C)c(N3CCOCC3)n2)cc1	3	i	i	i	i	i	-5	i	i	i	-1

This is a random part of the collection; any-hit rate near 6.3%.
